Assay outcomes: PubChem BioAssay, National Center for Advancing Translational Sciences (NCATS)
FLuc counter: inhibits or activates purified firefly luciferase, miR-21 counter-screen | P08659 | purified FLuc, Km substrates, luminescence inhibition | Potency, µM (series often up to 57.5 µM), for the others: at the top dose activity change, negative = inhibition, hits mostly inhibitors | hit rate 6.9% among 360,000; active = well fitted inhibition curve with a large enough effect; inconclusive = small, poorly fitted or top-dose-only effect;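 note: plate controls were vehicle for no effect and reference inhibitor for full effect; nearly all actives have a fitted effect of over 55% in size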
Target sequence (P08659 whole entry, looked up): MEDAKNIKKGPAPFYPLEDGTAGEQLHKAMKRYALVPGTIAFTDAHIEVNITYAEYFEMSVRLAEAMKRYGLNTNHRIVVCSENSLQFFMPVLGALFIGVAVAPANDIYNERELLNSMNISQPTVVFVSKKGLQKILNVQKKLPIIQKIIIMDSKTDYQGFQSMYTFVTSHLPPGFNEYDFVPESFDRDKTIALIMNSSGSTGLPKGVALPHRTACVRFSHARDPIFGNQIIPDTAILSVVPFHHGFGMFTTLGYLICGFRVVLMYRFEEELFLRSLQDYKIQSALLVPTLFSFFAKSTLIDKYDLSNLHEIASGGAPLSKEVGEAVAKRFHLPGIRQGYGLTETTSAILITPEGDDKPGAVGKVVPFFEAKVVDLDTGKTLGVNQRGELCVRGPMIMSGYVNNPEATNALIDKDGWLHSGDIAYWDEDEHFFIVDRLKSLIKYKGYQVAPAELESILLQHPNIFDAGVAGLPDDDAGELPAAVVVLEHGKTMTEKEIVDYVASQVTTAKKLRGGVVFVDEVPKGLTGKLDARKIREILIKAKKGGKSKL
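Biochemical qHTS of compounds, final roughly 60 µM downward over six points, against 10 nM purified firefly luciferase using Km concentrations of substrates (10 uM D-luciferin, 10 uM ATP) in Tris acetate pH 7.5 buffer; luminescence output.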
* = called active by the depositor; ? = inconclusive. Potency is the fitted concentration of half-maximal effect. A portion of the library; count on the stated rates, not on these rows.

SMILES	FLuc counter
COc1cccc(Cn2c(=O)n(CC3CCC(C(=O)N4CCCCC4)CC3)c(=O)c3sccc32)c1 (stereo not drawn)	-13%
Cc1cccc(-c2nc(CSc3nncn4c3cc3oc(C)cc34)c(C)o2)c1	0%
CN1C(=O)c2ccccc2Sc2ccc(NC(=O)COc3ccccc3)cc21	6%
CCCC(=O)Nc1cc(C(=O)NCc2ccc(OC)cc2)ccc1S(=O)(=O)c1ccc(Cl)cc1	-3%
O=C(CCC1N=C2c3ccccc3N=C(SCc3cccc(Cl)c3)N2C1=O)NCCc1ccccc1 (stereo not drawn)	-2%
COc1ccc(OC)c(S(=O)(=O)N2CC=C(c3c(C)n(CC(=O)N4CCCC4)c4ccccc34)CC2)c1	-2%
CCc1cc(C(=O)Nc2cnn(Cc3ccccc3C)c2)no1	24µM*
Cc1nc2nc(SCC(=O)N(Cc3ccccc3)C(C)C)nn2c(C)c1Cc1ccccc1Cl	2%
O=C(Nc1ccc(C(=O)N2CCN(c3ccccc3)CC2)cc1)c1nsc2ccccc12	5.4µM*
Cc1c(Cl)cccc1Nc1sc(C(=O)c2ccccc2)c(N)c1S(=O)(=O)c1ccccc1	-2%
CCn1ccc2cc(S(=O)(=O)N3CCC(C(=O)NCc4ccc(OC)cc4)CC3)ccc21	-11%
Nc1c(C(=O)Nc2cccc(F)c2)c2ccccn2c1C(=O)c1ccccc1	-1%

Seven records picked at random from those above:
SMILES	FLuc counter
Cc1nc2nc(SCC(=O)N(Cc3ccccc3)C(C)C)nn2c(C)c1Cc1ccccc1Cl	2%
CCc1cc(C(=O)Nc2cnn(Cc3ccccc3C)c2)no1	24µM*
CCn1ccc2cc(S(=O)(=O)N3CCC(C(=O)NCc4ccc(OC)cc4)CC3)ccc21	-11%
O=C(CCC1N=C2c3ccccc3N=C(SCc3cccc(Cl)c3)N2C1=O)NCCc1ccccc1 (stereo not drawn)	-2%
Cc1c(Cl)cccc1Nc1sc(C(=O)c2ccccc2)c(N)c1S(=O)(=O)c1ccccc1	-2%
Cc1cccc(-c2nc(CSc3nncn4c3cc3oc(C)cc34)c(C)o2)c1	0%
O=C(Nc1ccc(C(=O)N2CCN(c3ccccc3)CC2)cc1)c1nsc2ccccc12	5.4µM*

Next entries follow.
SMILES	FLuc counter
CCOC(=O)c1c(C)[nH]c(C)c1S(=O)(=O)N1CCC(C(=O)NCc2cccc(C)c2)CC1	-7%
O=C(CCS(=O)(=O)c1cc(Br)cc2c1N(C(=O)C1CC1)CC2)Nc1ccc(Br)cc1F	-7%
CCOc1ccccc1NC(=O)NCc1noc2ccc(C)cc12	?
COc1ccc(OC)c(NC(=O)CN2C(=O)c3ccccc3Sc3ccc(C(=O)N4CCCC4)cc32)c1	-11%
CCn1c(=O)c2sccc2n2c(CCCC(=O)Nc3ccc(OC)c(OC)c3)nnc12	-1%
COCCNC(=O)c1nn(-c2ccc(C)cc2)c(=O)n(C)c1=O	-2%
CCc1ccccc1N(C)C(=O)c1cc2c(Cl)nc3ccc(C)cc3c2s1	3%
Cc1ccc(C(C)C)c(OCC(=O)Nc2ccc(S(=O)(=O)Nc3onc(C)c3C)cc2)c1	?
Cc1cccc(NC(=O)C2CCN(S(=O)(=O)c3c(C)noc3/C=C/c3ccco3)CC2)c1C	0%
Cc1ccc(C)c(N2CCN(CCCNC(=O)Cn3ncc4c([nH]c5ccccc54)c3=O)CC2)c1	7%
CCn1cc(C(=O)NCc2ccccc2Cl)c(=O)c2cc(S(=O)(=O)N3CCCCC3)ccc21	-1%
CC(=O)Nc1ccc(S(=O)(=O)NCC2CCC(C(=O)NCc3ccccc3Cl)CC2)cc1 (stereo not drawn)	2%
CCc1ccc2occ(CC(=O)N(Cc3ccc(N(C)C)cc3)C3CCS(=O)(=O)C3)c2c1 (stereo not drawn)	0%
CCC12CN3CC(CC)(CN(C1)C3c1c[nH]c3ccccc13)C2=O (stereo not drawn)	-1%
O=C(Nc1ccc(F)cc1F)c1cc2ccc3cccnc3c2[nH]1	?
Cn1nc(C(=O)Nc2ccccc2C#N)c2c1-c1ccccc1SC2	5%
COC(=O)c1ccc2c(c1)N(Cc1ccccc1)C(=O)c1ccccc1S2(=O)=O	2%
Cn1c(=O)n(C)c2cc(N3CCOCC3)c(NS(=O)(=O)c3ccc(F)cc3)cc21	1%
COc1ccc(CCNS(=O)(=O)c2ccc(F)c(C(=O)Nc3ccc(Cl)cc3)c2)cc1OC	-8%
Cc1ccc(CSc2oc(-c3ccco3)nc2S(=O)(=O)c2ccc(C)cc2)cc1	0%
CC(C)(C)C(=O)Nc1ccc(-c2nc3ccccc3s2)cc1	0.015µM*
O=C(Cn1nnnc1-c1ccccc1F)Nc1ccc(F)c(F)c1	2%
Cc1ccccc1-c1nc(SCC(=O)NCc2ccc(F)cc2)c2c(=O)n(C)c(=O)n(C)c2n1	-4%
Cc1ccc(-c2cc(C(=O)Nc3ccc(SC(F)F)cc3)no2)cc1F	-13%
Cc1ccc(C2=NN(CC(=O)NCCc3ccccc3)C(=O)CC2)cc1	-8%
CN(Cc1ccccc1)C(C(=O)NC1CCCCC1)c1ccc(Cl)cc1 (stereo not drawn)	-6%
CCCOc1ccc(C2c3c(-c4c(C)cc(C)cc4O)n[nH]c3C(=O)N2CCO)cc1 (stereo not drawn)	1%
CC(C)Cn1c(=O)c2ccccc2n2c(CCC(=O)Nc3cccc(Cl)c3)nnc12	-2%
Cc1ccccc1C(=O)Nc1nnc(SCc2cc(=O)c3c(C)ccc(C)c3[nH]2)s1	-13%
COc1ccccc1-c1c(C)nn2c(N3CCN(c4ccc(Cl)cc4)CC3)cc(C)nc12	-5%
Cc1ccc(CN2C(=O)SC(Nc3ccccc3)C2=O)cc1 (stereo not drawn)	-11%
CCOc1ccc(-c2nc(CSCC(=O)N3CCN(c4ccc(F)cc4)CC3)c(C)o2)cc1	-6%
CCOC(=O)c1cnc2ccc(OCC)cc2c1Nc1ccc(OCc2ccccc2Cl)cc1	-3%
COc1ccc(Cl)cc1S(=O)(=O)N1CCN(CC(=O)Nc2ccccc2C(F)(F)F)CC1	2%
CCOC(=O)c1ccc(NC(=O)Nc2cccc(OCc3cc(=O)n4ccc(C)cc4n3)c2)cc1	-9%
CC(C)CC(=O)Nc1nnc(S(=O)(=O)N(C)Cc2ccc(Cl)cc2)s1	2%
O=C(Cn1c(SCC(=O)Nc2ccc(F)cc2)nc2ccccc21)NCc1ccc(F)cc1	5%
COc1ccccc1NC(=O)Cn1c(=O)n(Cc2ccccc2)c(=O)c2ccccc21	-2%
CCNC(=O)CCCN1C(=O)CCn2nc(-c3cccn3C)cc21	-4%
COc1cccc2c1cc1c(=O)n(CC(=O)NCc3ccco3)nc(C)n12	-5%
CCc1ccccc1-n1nnc(-c2nsc(NC(=O)c3ccc(C)c(C)c3)n2)c1C	?
Cc1ccc(C)c(CSc2nc(-c3ccccc3F)nc3c2Cc2c(CO)cnc(C)c2O3)c1	-1%
O=C(NCc1ccco1)c1ccc2c(c1)N(Cc1ccc(F)cc1)C(=O)c1ccccc1S2(=O)=O	2%
CCOC(=O)C1=C(CN2CCCCC2)NC(=O)NC1c1ccc(OC)cc1 (stereo not drawn)	-7%
COc1ccc(-c2cn3nc(N4CCCC(C(=O)NCc5ccccc5OC)C4)sc3n2)cc1 (stereo not drawn)	17µM*
Cc1ccc(-c2nnc(Nc3ccc(C(N)=O)cc3)c3ccccc23)cc1S(=O)(=O)N1CCCCC1	?
CCc1ccc(-c2cc(C)no2)cc1S(=O)(=O)N1CCN(c2cccc(Cl)c2)CC1	3%
Cc1ccc(NC(=O)c2ncn(-c3ccccc3)n2)cc1Cl	?
Cc1cc(C)c2nc(N3CCCC(C(=O)NCc4ccccc4F)C3)sc2c1 (stereo not drawn)	-1%
COc1ccccc1C(=O)Nc1cccc(C(=O)OCc2cc(=O)n3c4c(sc3n2)CCCC4)c1	?
CC1CCc2c(sc(NC(=O)CCCOc3ccc(C(C)(C)C)cc3)c2C(N)=O)C1 (stereo not drawn)	0%
Clc1cccc(CNCCCSc2nnnn2-c2ccccc2)c1	-2%
COc1ccccc1NC(=O)c1c(NC(=O)c2ccco2)sc2c1CCC(C(C)(C)C)C2 (stereo not drawn)	-2%
O=C(COCc1cc(-c2ccco2)on1)Nc1cccc(O)c1	-10%
COc1ccc(NC(=O)CSc2ccc(-c3cccs3)nn2)cc1	-9%
CCOc1ccc(CCNC(=O)C2Cc3ccccc3N2C(=O)CC)cc1 (stereo not drawn)	-2%
CCc1ccc(-c2cn3nc(CC)sc3n2)cc1	0.6µM*
COc1cccc(CNC(=O)C2CCCCN2S(=O)(=O)c2ccc(F)cc2)c1 (stereo not drawn)	-1%
COc1cccc(-c2nc(CS(=O)(=O)CC(=O)NCc3cccc(Cl)c3)c(C)o2)c1	1%
Cc1nc(N2CCOCC2)c2c(C(=O)N3CCN(c4cccc(C)c4C)CC3)c(C)oc2n1	0%
Remaining list, next part
SMILES	FLuc counter
Cc1cc(C)c(S(=O)(=O)NCc2ccc3c(c2)CCN3C(=O)c2ccccc2)c(C)c1	5%
Cc1oc(-c2ccc(C(=O)NCc3ccc(F)cc3)cc2)nc1CS(=O)c1ccccc1 (stereo not drawn)	5%
Cc1ccc(Cn2c(CNS(=O)(=O)c3ccc(Cl)s3)nc3cccnc32)cc1	-13%
Cc1ccc(C)c(Nc2ncnc3c2cnn3-c2ccc(F)cc2)c1	?
CCOc1ccc(CCNC(=O)CCCc2nnc3n(CC(C)C)c(=O)c4sccc4n23)cc1	6%
CCOc1ccccc1N(C)C(=O)c1c2c(nc3ccccc13)C(=O)N(C1CCCCC1)C2	-8%
COc1ccc(C)cc1NC(=O)N1CC(C)Sc2ccccc21 (stereo not drawn)	-14%
O=C(Cn1nc(C(F)(F)F)c2c1CCCC2)Nc1ccc(Br)cc1	-10%
CN1C(=O)c2cccc3c(S(=O)(=O)Nc4cccc(C(=O)O)c4)ccc1c23	?
COc1cc(NC(=O)Cn2cnc3sc(C)c(S(=O)(=O)N4CCC(C)CC4)c3c2=O)cc(OC)c1OC	-1%
CCOc1ccc(-n2c(=O)c3c4c(sc3n(Cc3cc(=O)n5cc(Cl)ccc5n3)c2=O)CCC4)cc1	-2%
Cc1nn(C)c2c1c(C(F)(F)F)cc(=O)n2C(C)C(=O)NCc1ccccc1Cl (stereo not drawn)	-8%
COc1ccc(OC)c(C2CC(=O)c3c([nH]c(C(=O)OCC4CCCCC4)c3C)C2)c1 (stereo not drawn)	-8%
Clc1ccccc1CSc1nc(NCCc2ccccc2)c2ccccc2n1	1%
CCc1ccccc1N(C)C(=O)Cc1c(C(=O)O)c(C)cn1C	0%
CCN1CCN(c2csc3ccc(Cl)cc3c2=O)CC1	15µM*
O=C(c1cc(-c2ccc(Cl)cc2)n[nH]1)N1CCN(S(=O)(=O)c2ccc(Br)s2)CC1	-1%
COc1ccccc1Cn1cc(C(=O)c2ccc(C)cc2)c(=O)c2cc(F)cc(F)c21	-2%
O=C(Nc1ccc(F)c(F)c1)c1cc(S(=O)(=O)NC2CCCC2)ccc1F	-11%
COc1ccc(N2CCN(C(=O)c3ccc(Nc4nc5ccccc5n5nnnc45)cc3)CC2)cc1	-7%
CCOc1ccc(CNC(=O)Cn2cc3c(n2)-c2c(oc(C(=O)N4CCOCC4)c2C)CC3)cc1	-11%
COc1ccccc1CNC(=O)C1CCCN(S(=O)(=O)c2ccc3c(c2)CCCN3C(C)=O)C1 (stereo not drawn)	-1%
Cc1c(Cl)cccc1NC(=O)Cn1cnc2nc3c(cc2c1=O)CCCC3	1%
COc1ccc(-c2nc3ccc(C(=O)NCc4ccc(C)cc4)cc3nc2-c2ccc(OC)cc2)cc1	-3%

Another view of part of the listing above:
SMILES | FLuc counter
O=C(c1cc(-c2ccc(Cl)cc2)n[nH]1)N1CCN(S(=O)(=O)c2ccc(Br)s2)CC1 | -1%
COc1ccccc1Cn1cc(C(=O)c2ccc(C)cc2)c(=O)c2cc(F)cc(F)c21 | -2%

Carrying on.
SMILES	FLuc counter
O=C(NCc1ccccc1Cl)c1cnc2sc(N3CCCCC3)nn2c1=O	-2%
O=C(Nc1ccc(F)c(Cl)c1)c1cc(S(=O)(=O)N2CCc3ccccc3C2)ccc1F	-2%
Cc1ccc(-c2cc(C(=O)NC(C)c3ccccc3)c3ccccc3n2)cc1C (stereo not drawn)	-14%
CCN(CC)C(=O)Cn1cc(SCC(=O)Nc2ccc(C)cc2)c2ccccc21	-14%
Cc1ccc(-c2onc(C)c2C)cc1S(=O)(=O)NCc1cccs1	-10%
CCOc1ccc(CCNCc2c(C(=O)O)c(C)n(Cc3ccccc3F)c2C)cc1	-9%
Cc1nn(CCC(=O)NCc2cccc(Br)c2)c(=O)c2nn(-c3ccccc3)c(C)c12	-8%
COc1ccccc1C(=O)N1CCC(c2noc(-c3ccc(S(=O)(=O)N4CCCC4)cc3)n2)CC1	4%
CCN(CC)CCCNC(=O)c1ccc2c(c1)NC(=O)C(CS(=O)(=O)Cc1ccc(F)cc1Cl)N2 (stereo not drawn)	2%
Cc1ccc(-n2ncc3c(NCCc4ccc(S(N)(=O)=O)cc4)ncnc32)cc1	?
COC(=O)Cc1c(C)c2ccc3c(c2oc1=O)CN(Cc1ccc(Cl)cc1)CO3	-5%
COc1ccc(-c2cc(C(F)(F)F)n3nc(C(=O)Nc4cccc(Cl)c4Cl)cc3n2)cc1OC	-4%
COc1ccc(-c2nc3c(c(SCC(=O)N4CCCCC4)n2)Cc2cc(C)ccc2O3)cc1	0%
